Compound activity as filed in PubChem BioAssay.
SV40 large T antigen = SV40 large T antigen inhibitors, biochemical (AID 1903). SV40 large T antigen ATPase/helicase inhibition assay; higher % means a stronger effect. inhibition, % at 20 µM; hits with a dose series show IC50 in µM. actives 0.39% (n = 310,000); in the data active means a potency from the dose series; inconclusive means inhibition mostly from about 32% at the one dose, without a potency; inactive means the rest, 99 in 100 with inhibition below about 32%; further: strong numbers were not always called active
UTI89 phage lysis = inhibition of K1F phage lysis, E. coli UTI89, bacterial capsule biogenesis inhibitors, alamar blue (AID 488966) | E. coli UTI89 K1F phage lysis, alamar blue, 2 h; higher % means a stronger effect | one-dose inhibition, % at 100 µM; IC50 in µM for titrated hits | actives 0.02% (n = 340,000);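 active means phage lysis inhibition, versus mean bacterial control, above a set limit; inconclusive means no clear call, values can overlap the other calls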;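 further: capsule biogenesis inhibitors block K1F phage lysis so surviving cells raise fluorescence; higher fluorescence means more inhibition of phage lysis; actives were called in the ten point dose series up to 300 µM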
HIV fusion peptide = inhibitors of HIV fusion peptide binding, primary screen, biochemical, uHTS, fluorescence dequenching (AID 1986); cell-free peptide binding, fluorescence dequenching, 30 min; higher % means a stronger effect; actives 0.3% (n = 290,000); inhibition, % at 20 µM, or IC50 in µM where a hit was titrated; in the data active means inhibition mostly above about 52%, no sharp cut-off; inactive means mostly below about 76%; further: some results filed as inactive read as strong as hits
GPR55 antagonists = GPR55 antagonists blocking LPI-driven arrestin recruitment, primary screen, imaging, U2OS, beta-arrestin-GFP, LPI agonist (AID 2013); actives 0.13% (n = 290,000); inhibition, % at 10 µM, or IC50 in µM where a hit was titrated; U2OS GPR55 beta-arrestin-GFP translocation imaging, LPI antagonism; higher % means a stronger effect;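 active means spots per cell inhibited over 60%, with over 100 cells counted and total cytoplasm intensity under 500,000; inconclusive means wells with under 100 cells, flagged as likely toxic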;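 further: U2OS cells stably carrying GPR55 and arrestin-GFP stimulated by 5 µM LPI near EC80; imaged beta-arrestin-GFP aggregate spots per cell after agonist stimulation; plate controls were LPI-stimulated DMSO wells for no effect and DMSO wells without LPI for full effect; some results filed as inactive read as strong as hits; confirmed hits need IC50 under 10 µM and bright autofluorescent wells are also inconclusive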
GPR35 antagonists = GPR35 antagonists blocking zaprinast-driven arrestin recruitment, primary screen, imaging, U2OS, beta-arrestin-GFP, zaprinast agonist (AID 2058) | G-protein coupled receptor 35 (Homo sapiens) | U2OS GPR35 beta-arrestin-GFP translocation imaging, zaprinast antagonism; higher % means a stronger effect | inhibition, % at 10 µM, or IC50 in µM where a hit was titrated | actives 0.052% (n = 290,000);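 active means inhibition of at least 50% with at least 30 cells and total cytoplasm GFP at most 10,000,000; inconclusive means under 30 cells or total GFP of 10,000,000 plus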
Salmonella PhoP GFP = inhibitors of PhoP regulon expression, primary screen, Salmonella Typhimurium, GFP reporter (AID 1863); S. Typhimurium PhoP-regulated promoter GFP reporter, 4 h; higher % means a stronger effect; inhibition, % at 50 µM; hits with a dose series show IC50 in µM; actives 0.16% (n = 300,000);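 active means inhibition over 29.93%, a cutoff 3 SD above the screen mean, later confirmed by dose response; inconclusive means inhibition over 29.93% but no dose response follow-up; inactive means inhibition at most 29.93% or unconfirmed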;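 further: 0% = low Mg2+ inducing control and 100% = high Mg2+ repressing control; strong numbers were not always called active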
Dengue-2 NS5 capping = Dengue-2 NS5 methyltransferase inhibitors, primary screen, biochemical, confirmation dose response (AID 588689). actives 0.3% (n = 340,000). Genome polyprotein (Dengue virus type 2 (strain 16681-PDK53)). inhibition, % at 25 µM; hits with a dose series show IC50 in µM. Dengue-2 NS5 methyltransferase capping enzyme assay, biochemical; higher % means a stronger effect; in the data active means a potency from the dose series; inconclusive means inhibition above about 29% without an active follow-up result
RSV CPE inhibition = RSV antiviral activity via CPE protection, HEp-2 cells, primary 10 µM value included (AID 2391). HEp-2 cells, RSV-induced CPE inhibition; higher % means a stronger effect. actives 0.13% (n = 310,000). CPE inhibition, % at 10 µM, or IC50 in µM where a hit was titrated; in the data active means a potency from the dose series; inconclusive means CPE inhibition mostly from about 23% at the one dose, without a potency; inactive means the rest, 99 in 100 with CPE inhibition below about 21%; further: strong numbers were not always called active
MgcRacGAP inhibition = MgcRacGAP GTPase-activating activity inhibitors, confirmation, biochemical, ADP Hunter fluorescence. Rac GTPase-activating protein 1 (Homo sapiens). MgcRacGAP-stimulated Rac1 GTP hydrolysis, ADP Hunter fluorescence; higher % means a stronger effect; GST-tagged Rac1 F28L mutant substrate. one-dose inhibition, % at 30 µM; IC50 in µM for titrated hits. actives 0.6% (n = 340,000). AID 624330, 2012;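 active means first-screen hits whose inhibition reached a set limit at any dose in the follow-up dose series; inconclusive means inhibition above the set first-screen limit but never retested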;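 further: fluorescence reports GDP produced by GAP-driven GTP hydrolysis; strong numbers were not always called active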
Dengue-2 NS5 capping pilot replicate = recorded beside Dengue-2 NS5 capping, whose call it bears; inhibition, %; measured here: pilot screen replicate inhibition
* marks the source's active call; other numbers are inactive results; ? = inconclusive; / = no result given; & = joins results of further samples; [ ] = another dose, or the depositor's remark.

SMILES | SV40 large T antigen | UTI89 phage lysis | HIV fusion peptide | GPR55 antagonists | GPR35 antagonists | Salmonella PhoP GFP | Dengue-2 NS5 capping | RSV CPE inhibition | MgcRacGAP inhibition | others
COc1cc(Cn2nnc3ccccc32)ccc1O | 7.6µM* | 0.1% | -0.2% | 2% | -3% | 1% | 3% | 5.5% | ? | Dengue-2 NS5 capping pilot replicate=0.0
COCC(=O)Nc1ccccc1-c1ccccc1 | -8% | 0.2% | 0.7% | 2% | -3% | 8% | -3% | 5.6% | 3%
Cc1ccc(C(=O)COC(=O)C(C)N2C(=O)C3C4CCC(C4)C3C2=O)cc1 (configuration not stated) | 8% | 0.0% | 0.3% | -1% | 3% | 7% | 5% | 1.2% | 6%
CC(=O)Nc1c(Nc2ccccc2)c2ccccc2oc1=O | -6% | / | 0.6% | 1% | 10% | -4% | / | 0.1% | /
COc1cc(/C=N/N2CCN(c3ccccc3)CC2)cc(OC)c1OC(C)=O | 13% | 0.1% | 0.8% | 14% | -6% | -4% | -4% | 2.5% | 11%
CN(C)CCCN1c2ccccc2Sc2ccc(C(F)(F)F)cc21 | 6%&16% | ? | -3.7% | 10% | -16% | 7%&-1% | -3% | 1.5% | 3%
COc1ccc(OC)c(NC(=S)NCc2cccnc2)c1 | 9% | 2.4% | -0.6% | -1% | -3% | 0% | -1% | 1.6% | 8%
Fc1ccccc1CCNc1c2c(nc3ncnn13)CCCC2 | -2% | -0.6% | -1.1% | 3% | 7% | 7% | 3% | 12% | -4%
CC(C)(Oc1ccc(Cl)cc1)C(=O)NCCN1C(=O)S/C(=C/c2cccnc2)C1=O | 20% | 1.9% | -2.0% | 10% | -3% | -1% | -4% | 1.9% | 13%
O=C(c1cccc(NS(=O)(=O)c2ccccc2)c1)N1CCN(c2ccccc2)CC1 | 5% | 0.6%[50 µM] | / | / | / | -7% | -6% | -0.4% | 1%
CCOC(=O)C(CCc1nnc(N)s1)C(=O)OCC | 19% | 1.4% | 1.6% | -2% | 5% | -21% | -4% | 0.9% | -1%
O=C1c2ccccc2C(=O)N1C/C=C/CN1C(=O)c2ccccc2C1=O | 5% | / | 1.8% | 0% | -16% | 2% | / | / | /
CCC12CN3CCN(CC(C3)/C1=N\NC(=O)Nc1ccccc1)C2 | 21% | 1.5%[50 µM] | -0.5% | 6% | 13% | -2% | -3% | 0.1% | 6%
CN1CCN(/N=C/c2c3ccccc3c(Cl)c3ccccc23)CC1 | 2% | 1.4% | 5.3% | 8% | -6% | -8% | 2% | ? | 9%
COc1ccc(S(=O)(=O)N2CCN(C)CC2c2ccccc2)cc1 (configuration not stated) | / | 0.4%[50 µM] | / | / | / | / | -4% | 1.1% | 4%
NC(=O)c1nsc(C(=O)N(c2cccc(F)c2)C(C(=O)NCC2CCCO2)c2ccc3ncccc3c2)c1N (configuration not stated) | 9% | 0.1% | 0.9% | -4% | -2% | -4% | -6% | 2.7% | 6%
Cc1ccc(C)c(S(=O)(=O)N2CCCOC2CNC(=O)C(=O)NCc2ccccc2)c1 (configuration not stated) | 9% | -0.9%[50 µM] | 0.0% | -9% | 4% | -5% | -5% | 3.1% | -1%
O=C(NC1CCCC1)C1C2C=CC(C2)C1C(=O)N1CCOCC1 (configuration not stated) | 1% | 2.0% | 1.0% | 2% | 5% | 2% | 0% | -0.8% | -3%
O=C(C1CC1)N1CCc2sccc2C1c1ccc(Cl)cc1 (configuration not stated) | 21% | 4.6% | 0.4% | 7% | -7% | -5% | 0% | 2.1% | 8%
O=C(Nc1nnc(-c2ccc(Cl)cc2)o1)c1ccc(N2C(=O)CCC2=O)cc1 | 1% | 8.0% | 2.8% | 8% | -7% | 2% | -2% | 0.7% | 5%
O=C(CSc1nnc(-c2cccnc2)s1)Nc1ccc(C(=O)O)cc1 | 3% | 0.3% | -0.5% | 12% | -8% | -7% | -8% | 1.0% | 6%
O=C(NNC(=O)c1c(F)cccc1F)c1ccccc1OC(F)(F)F | 3% | 0.4% | 0.0% | -7% | 0% | -11% | 2% | 0.3% | 5%
O=C(N=C1N=C2C=CC=CN2Cc2ccccc21)c1ccc(S(=O)(=O)N2CCCC2)cc1 | 12% | 0.2% | 0.1% | -19% | -1% | -10% | 5% | 1.3% | 6%
O=C(/C=C/c1cccc([N+](=O)[O-])c1)c1ccco1 | 14% | 0.0% | 0.5% | -1% | 2% | 5% | -42% | -0.8% | 7% | Dengue-2 NS5 capping pilot replicate=-7.0
Cc1oc(-c2ccc(Cl)cc2)nc1CS(=O)CC(=O)NC1CC1 (configuration not stated) | 5% | 0.2% | -0.3% | 10% | -2% | -2% | 0% | 1.3% | 12%

Part of the list above in order of count of non-hydrogen atoms, falling:
SMILES | SV40 large T antigen | UTI89 phage lysis | HIV fusion peptide | GPR55 antagonists | GPR35 antagonists | Salmonella PhoP GFP | Dengue-2 NS5 capping | RSV CPE inhibition | MgcRacGAP inhibition | others
CC(C)(Oc1ccc(Cl)cc1)C(=O)NCCN1C(=O)S/C(=C/c2cccnc2)C1=O | 20% | 1.9% | -2.0% | 10% | -3% | -1% | -4% | 1.9% | 13%
O=C(Nc1nnc(-c2ccc(Cl)cc2)o1)c1ccc(N2C(=O)CCC2=O)cc1 | 1% | 8.0% | 2.8% | 8% | -7% | 2% | -2% | 0.7% | 5%
Cc1ccc(C(=O)COC(=O)C(C)N2C(=O)C3C4CCC(C4)C3C2=O)cc1 (configuration not stated) | 8% | 0.0% | 0.3% | -1% | 3% | 7% | 5% | 1.2% | 6%
O=C(NNC(=O)c1c(F)cccc1F)c1ccccc1OC(F)(F)F | 3% | 0.4% | 0.0% | -7% | 0% | -11% | 2% | 0.3% | 5%
COc1ccc(S(=O)(=O)N2CCN(C)CC2c2ccccc2)cc1 (configuration not stated) | / | 0.4%[50 µM] | / | / | / | / | -4% | 1.1% | 4%
COc1ccc(OC)c(NC(=S)NCc2cccnc2)c1 | 9% | 2.4% | -0.6% | -1% | -3% | 0% | -1% | 1.6% | 8%
COc1cc(Cn2nnc3ccccc32)ccc1O | 7.6µM* | 0.1% | -0.2% | 2% | -3% | 1% | 3% | 5.5% | ? | Dengue-2 NS5 capping pilot replicate=0.0

Carrying on:
SMILES | SV40 large T antigen | UTI89 phage lysis | HIV fusion peptide | GPR55 antagonists | GPR35 antagonists | Salmonella PhoP GFP | Dengue-2 NS5 capping | RSV CPE inhibition | MgcRacGAP inhibition | others
COc1cc(/C=N/NC(=O)C[n+]2ccccc2)cc(OC)c1OC(C)=O | 9% | -0.7% | -1.4% | -2% | 10% | -11% | 4% | 0.5% | 8%
COC(C(=O)N1CCC(CCC(=O)Nc2ccccc2)CC1)c1ccccc1 (configuration not stated) | 7% | 2.5%[50 µM] | -1.6% | 10% | -6% | 4% | -2% | 0.4% | 9%
Cc1nc(Oc2ccccc2)c2ccccc2n1 | 9% | 1.6%[50 µM] | -0.3% | -2% | -12% | 2% | 5% | 0.0% | 1%
COC(=O)Nc1sc2nc(C)cc(C)c2c1-n1cccc1 | -2% | 0.0% | 1.3% | 12% | -13% | 8% | -6% | 3.5% | 3%
Cc1noc(C)c1CNCc1ccccc1 | 1% | 0.1% | -0.9% | 5% | 5% | 5% | -5% | -1.8% | 30%
COC(=O)CSc1ccc(S(=O)(=O)N2CCCCCC2)cc1[N+](=O)[O-] | -2% | 0.1% | 0.2% | -7% | 10% | -3% | 2% | -1.9% | 7%
CS(=O)c1ccccc1-c1nc(-c2ccc(Cl)cc2)no1 (configuration not stated) | 2% | -0.2% | -1.6% | -10% | 1% | 3% | -2% | -2.6% | 4%
CCOC(=O)c1csc(NC(=O)c2ccc(S(=O)(=O)N3CCCC3)cc2)n1 | 14% | 0.0%[50 µM] | 0.5% | 0% | -9% | -4% | -3% | 2.2% | -2%
COc1ccc(C2CC(=O)N(c3ccccc3)C3=C2C(=O)CCC3)cc1 (configuration not stated) | 0% | / | 1.0% | 2% | -3% | -10% | / | -1.3% | /
CSc1nc2ccccc2n1CC(=O)Nc1c(C)n(C)n(-c2ccccc2)c1=O | -1% | 2.4% | -1.4% | 27% | -2% | -1% | 0% | 1.0% | 9%
S=C(Nc1cccc(Cl)c1)NC1CCCCC1 | -8% | -0.4% | -2.1% | -7% | 7% | -3% | -8% | 1.7% | 11%
Cc1ccccc1NC(=O)COC(=O)Cc1cccc(C(F)(F)F)c1 | -2% | 0.2% | 0.0% | -5% | -7% | 7% | -4% | 1.8% | 6%
CCOC(=O)C1=C(CN2CCCCCC2)NC(=O)NC1c1cccc([N+](=O)[O-])c1 (configuration not stated) | 4% | 0.2% | -3.5% | 10% | 2% | 6% | -1% | -1.5% | -3%
C[C@]12CCC3C(CC[C@H]4CC(O)CC[C@]34C)C1CC/C2=N/NC(=O)c1ccncc1 (some centres not stated) | 16% | 0.4% | -0.9% | -1% | -3% | / | -6% | 3.4% | 0%
Cc1ccc(NC(=O)/C=C/c2ccc3c(c2)OCO3)nc1 | 6% | 4.4% | -1.6% | -10% | 15% | -14% | -1% | 0.4% | 5%
Cc1ccccc1NC(=S)N(CCc1c(C)[nH]c2ccc(F)cc12)Cc1cccnc1 | 4% | 1.3% | -2.6% | 6% | -21% | -2% | -8% | 3.0% | 4%
CCn1c(SCc2ccccc2)nc2c1c(=O)[nH]c(=O)n2C | 23% | 5.8% | 1.3% | -4% | 3% | -4% | / | 5.4% | 12%
CC(/C=C1\SC(=S)N(CCC(=O)Nc2cccc(C(=O)O)c2)C1=O)=C\c1ccccc1 | ? | -0.8% | 68% | 5% | -3% | 7% | -29% | 3.2% | 9%
O=C(NCc1ccc(Cl)c(Cl)c1)c1ccco1 | 0% | -0.7% | 0.9% | 8% | 2% | 11% | 8% | -0.1% | 4%
Cc1c(Cl)cccc1NC(=O)c1cccc(NC(=O)CCC(=O)O)c1 | 9% | 0.1% | 0.8% | 12% | -8% | 0% | 4% | 1.8% | 2%
